IL1B secr inh = inflammasome signaling inhibition, IL-1 beta readout. THP-1 LPS/ATP IL-1B secretion, AlphaLISA, 16 h; stronger effect = lower value. activity change, % at 57.5 µM. 4.7% of 360,000 active. AID 743279; in the data active = activity change below about -50%; inconclusive = mostly about -30% to -49%; note: % is set by controls: 0 for no effect and ±100 for the full control effect
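THP-1 cells pretreated 1 hr with compounds (up to 57.5 uM final), then stimulated with LPS (250 ng/mL final) plus ATP (1.25 mM final); secreted IL-1B measured by AlphaLISA after 16 hr, decreased signal indicating inhibition.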
HT1080NT lethal = kills 2HG-producing HT-1080-NT fibrosarcoma cells; HT-1080-NT fibrosarcoma viability, CellTiter-Glo ATP luminescence, 48 h; Potency, µM (titrated, usually from 46.1 µM), without a hit: at the highest dose activity, negative = less viability, actives largely listed as cytotoxic; 1.6% of 360,000 active; AID 686970;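 note: NT is the 2HG producing partner of a matched IDH1 knockdown line; potency is the fitted concentration of half-maximal effect; 0% = DMSO-treated cells and -100% = media-only wells without cells; nearly all actives have a fitted effect of over 55% in size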
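Viability of the 2HG-overproducing fibrosarcoma line after 48 hours of compound exposure at 37 degrees C was determined by luminescence with CellTiter-Glo, and concentration-effect curves were then fitted and categorized.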
MCF10A rereplic = induces DNA re-replication in MCF 10a normal breast cells; 2.9% of 350,000 active; AID 624296; Potency, µM (series often up to 46.1 µM), without a hit: at the top dose activity, positive = re-replication, actives largely listed as activators; MCF 10A DNA re-replication, Hoechst nuclear intensity, 48 h; note: potency is the fitted concentration of half-maximal effect; % of control where 0% means no effect; nearly all actives have a fitted effect of over 50% in size
GLP1R cytotox = cytotoxicity in counter-screen for GLP-1R inverse agonists | AID 624418 | Potency, µM (highest dose often 38.3 µM), for the others: at the top dose activity change, negative = inhibition, usual class: inhibitors | HEK293 cAMP-luciferase reporter cells, luminescence, 24 h | 0.13% of 410,000 active;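 note: loss of luciferase light is scored as toxicity; potency is the fitted concentration of half-maximal effect; % is set by controls: 0 for no effect and ±100 for the full control effect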
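Here, cytotoxicity is scored as loss of luminescence. The MLSMR collection was tested on cells seeded in medium containing 10% Nu serum, with a 24 hr compound exposure preceded by 12 hours of culture.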
KB-V1 cytotox = kills drug-selected multidrug resistant KB-V1 cells; Potency, µM (series often up to 46.1 µM), without a hit: top-dose activity change, negative = cytotoxicity, usual class: cytotoxic; 3.4% of 400,000 active; KB-V1 MDR cells viability, CellTiter-Glo, 72 h; note: potency is the fitted concentration of half-maximal effect; % is set by controls: 0 for no effect and ±100 for the full control effect; nearly all actives have a fitted effect of over 60% in size
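Compound-treated KB-V1 multidrug-resistant cells, 72 h, 37 degrees C; viability by CellTiter-Glo. Fitted qHTS curves give the values.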
SW480 rereplic = induces DNA re-replication in SW480 colon adenocarcinoma cells; Potency, µM (top dose mostly 46.1 µM), for the others: top-dose re-replication activation, hits mostly activators; SW480 DNA re-replication, Hoechst DNA content imaging, 48 h; 1.8% of 340,000 active; AID 624297; note: potency is the fitted concentration of half-maximal effect; % of control where 0% means no effect; nearly all actives have a fitted effect of over 55% in size
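Quantitative HTS format with DMSO vehicle controls; 48 hr drug incubation at 37 C, then 40 min Hoechst staining and scanning imager measurement at 405 nm excitation.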
KB-3-1 tox = KB-3-1 parental cell cytotoxicity; KB-3-1 viability, CellTiter-Glo ATP luminescence, 72 h; Potency, µM (titrated, usually from 46.1 µM), inactives show at the highest dose activity change, negative = cytotoxic, usual class: cytotoxic; 1.4% of 400,000 active; note: potency is the fitted concentration of half-maximal effect; % is set by controls: 0 for no effect and ±100 for the full control effect; nearly all actives have a fitted effect of over 60% in size
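KB-3-1 parental drug-naive adenocarcinoma cells in DMEM/10% FBS, incubated 72 h at 37 C with pin-transferred compounds across a concentration series. Viability by CellTiter-Glo luminescence; concentration-response curves fitted after normalization.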
D3 ag = activates the human D3 dopamine receptor | D3R DiscoveRx beta-arrestin cells, luminescence, 90 min | max activation, % | 0.58% of 410,000 active; in the data active = max activation above about 30%; note: 0% is about no effect; mostly tested at two doses, the higher about 12 µM
Target sequence (P35462 whole entry, looked up): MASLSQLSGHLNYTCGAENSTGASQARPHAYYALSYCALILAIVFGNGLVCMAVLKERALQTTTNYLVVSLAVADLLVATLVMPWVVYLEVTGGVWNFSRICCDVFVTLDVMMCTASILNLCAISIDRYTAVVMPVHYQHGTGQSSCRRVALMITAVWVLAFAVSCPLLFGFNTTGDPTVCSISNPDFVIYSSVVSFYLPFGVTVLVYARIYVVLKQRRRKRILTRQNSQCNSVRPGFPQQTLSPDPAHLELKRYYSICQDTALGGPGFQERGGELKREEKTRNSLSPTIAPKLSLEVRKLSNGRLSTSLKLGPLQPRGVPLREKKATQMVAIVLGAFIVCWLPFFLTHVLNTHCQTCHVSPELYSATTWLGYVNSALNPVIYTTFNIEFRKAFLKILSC
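Cells at 1500/well, incubated overnight, then treated with pinned compounds (dopamine as control) for 90 min at 37 degrees C. DiscoveRx reagent added for 30 - 60 minutes at room temperature; luminescence read.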
HT1080 IDH1KD tx = kills HT-1080 cells with IDH1 knockdown; HT-1080 IDH1 knockdown viability, ATP luminescence, 48 h; Potency, µM (series often up to 46.1 µM), for the others: at the highest dose activity, negative = toxicity, most hits filed as cytotoxic; 2% of 360,000 active; AID 686971;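 note: potency is the fitted concentration of half-maximal effect; 0% = DMSO wells and -100% = cell-free medium wells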
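Knockdown cells (IDH1KD HT-1080) received compounds 2 h after plating at 750 cells/well and were kept 48 h at 37 °C in 5% FBS RPMI. A CellTiter-Glo luminescence read gave % activity for curve fitting.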
* hit, by the source's call; i = inactive; ? = inconclusive; · = no result given; [ ] = remark or other dose. Unless noted, calls come from the whole dose curve; as a rule, active = well fitted curve in the direction sought with a large enough effect; inconclusive = small, poorly fitted or top-dose-only effect, or another doubt; inactive = no such curve, though single readings can be large; an effect the other way counts as inactive or inconclusive.

1	COc1ccc(CCN2C(=O)COc3ccccc3C2C(=O)NCc2ccccc2)cc1OC (stereo not drawn)
2	CCOC(=O)N1CCN(C(=O)CSc2nnc(CNC(=O)c3c(F)cccc3Cl)o2)CC1
3	CC(=O)c1ccccc1OC(=O)c1c(F)cccc1F
4	CC(NCc1ccc2c(c1)OCO2)C(=O)N1CCc2ccccc21 (stereo not drawn)
5	Cc1cccc(OCC(=O)Nc2c(C)ccc3nsnc23)c1C
6	COCCCC1CCN(C(=O)C2CCC(=O)N(CCc3cccc(F)c3)C2)CC1 (stereo not drawn)
7	Oc1cccc(Oc2ncc(C(F)(F)F)cc2Cl)c1
8	CCOC(=O)c1ccccc1NC(=O)CN(c1cccc(C)c1C)S(=O)(=O)c1ccccc1
screen / no. | 1 | 2 | 3 | 4 | 5 | 6 | 7 | 8
IL1B secr inh | -10 | 11 | 42 | 25 | · | i | 18 | ·
HT1080NT lethal | 2% | 9% | -2% | -4% | · | 9% | -20% | ·
MCF10A rereplic | · | -3% | 0% | -70%[inhibitor] | · | 0% | 8% | ·
GLP1R cytotox | 1% | 1% | -1% | 29% | 2% | 11% | -3% | 22%
KB-V1 cytotox | 16% | 9% | 21% | 5.2µM* | ? | ? | 0% | ?
SW480 rereplic | · | 1% | 1% | ? | · | -23% | -1% | ·
KB-3-1 tox | 9% | 11% | 1% | -18% | 5% | 0% | -9% | -11%
D3 ag | 8 | 4 | -16 | -12 | -11 | 2 | 3 | -9
HT1080 IDH1KD tx | 3% | 14% | 13% | -3% | · | 1% | -1% | ·

9	O=C(CC(c1ccco1)S(=O)(=O)c1ccccc1)c1ccc(F)cc1 (stereo not drawn)
10	CCOP(=O)(OCC)C(Nc1ccccc1)c1ccco1 (stereo not drawn)
11	COc1ccc(C2CC(=O)CCN2S(=O)(=O)c2ccc(C)cc2)cc1 (stereo not drawn)
12	Cc1nnc(SCC(=O)Nc2ccccc2F)n(N)c1=O
13	O=C(Nc1ccccc1C(F)(F)F)C1CCN(c2nnc(-n3cccc3)s2)CC1
14	CNC(=S)Nc1ccc([N+](=O)[O-])c(C)c1
15	CCc1ccc(-c2[nH]c3c(c2-c2c(-n4cccc4)n(C)c(=O)[nH]c2=O)c(=O)[nH]c(=O)n3C)cc1
16	CN1CCC(OC(=O)COc2ccc(F)cc2)CC1
screen / no. | 9 | 10 | 11 | 12 | 13 | 14 | 15 | 16
IL1B secr inh | ? | 5 | 13 | 25 | · | -11 | · | 16
HT1080NT lethal | -1% | 13% | -3% | 2% | · | 0% | · | 18%
MCF10A rereplic | -1% | -12% | 1% | 1% | · | 1% | · | 0%
GLP1R cytotox | 10% | 21% | -7% | -1% | -6% | 2% | -2% | 13%[0.307 µM]
KB-V1 cytotox | 0% | 0% | -5% | ? | -18% | 0% | 0% | 3%
SW480 rereplic | -3% | -4% | 0% | 80% | · | 2% | · | -1%
KB-3-1 tox | -2% | -2% | 0% | 13% | 1% | 0% | 3% | 1%
D3 ag | 0 | 3 | 3 | 0 | 1 | 4 | -10 | 18
HT1080 IDH1KD tx | -15% | 2% | -1% | 16% | · | 1% | · | 6%

17	Cc1ccccc1NC(=O)c1c(Cl)nc(C)c(Cl)c1C
18	CN(c1ccccc1C(=O)Nc1cccc(C(F)(F)F)c1)S(C)(=O)=O
19	COc1ccc(C(=O)[C@H]2[C@H]3C(=O)N(c4ccc(OC(C)=O)cc4)C(=O)[C@H]3C3C=CC=NN32)cc1 (stereo partly drawn)
20	OC(COc1c(Cl)cc(Cl)cc1Cl)CN1CCCCC1 (stereo not drawn)
21	O=C(OCc1nnc(-c2ccccc2)o1)C1CC(=O)N(c2ccccc2)C1 (stereo not drawn)
22	CCC(=O)N1c2ccc(S(=O)(=O)N3CCN(CC)CC3)cc2CC1C (stereo not drawn)
23	Cc1cc(C(=O)Nc2cccc3cccnc23)ccc1[N+](=O)[O-]
24	Cc1cc2sc(NC(=O)c3ccco3)nc2cc1Cl
screen / no. | 17 | 18 | 19 | 20 | 21 | 22 | 23 | 24
IL1B secr inh | 17 | -6 | · | -6 | 31 | -8 | 2 | 37
HT1080NT lethal | 13% | -10% | 16% | ? | 4% | 14% | -10% | -15%
MCF10A rereplic | 6% | -5% | -21% | -11% | -1% | 9% | 1% | -10%
GLP1R cytotox | -5% | 10% | 11% | -21% | -8% | -15% | -21% | -15%
KB-V1 cytotox | 2% | ? | -2% | -24% | ? | 3% | 3% | 5%
SW480 rereplic | -2% | 1% | -63%[inhibitor] | 13% | -8% | 2% | 5% | 11%
KB-3-1 tox | -4% | 4% | -1% | -3% | 7% | -21% | 0% | -4%
D3 ag | 10 | -10 | -8 | -22 | -16 | -2 | 4 | 9
HT1080 IDH1KD tx | -10% | 1% | 22% | ? | 4% | -1% | -6% | -9%

25	CS(=O)(=O)c1cc(N2CCOCC2)ccc1CNC[C@H]1O[C@@H](n2cnc3c(=O)[nH]c(N)nc32)[C@H](O)[C@@H]1O
26	CCCCc1cc(=O)oc2c(CN(CC)CC)c(O)c(Cl)cc12
27	CCOc1ccc(CCNC(=O)COC(=O)c2ccc(C)c([N+](=O)[O-])c2)cc1OCC
28	Fc1ccc(-c2nc3ccc(Br)cn3c2Cc2ccccc2)cc1
29	CCOC(=O)c1ccc(N2C(=O)c3n[nH]c(C)c3C2c2ccccc2)cc1 (stereo not drawn)
30	C/C(=N\NC(=O)c1ccc(NS(=O)(=O)c2cccs2)cc1)c1cccs1
31	O=C(c1ccco1)N1CCN(C(=O)N2CCCC2)CC1
32	Cc1ccc(-c2cc(C(=O)Nc3nn[nH]n3)c3ccccc3n2)cc1
screen / no. | 25 | 26 | 27 | 28 | 29 | 30 | 31 | 32
IL1B secr inh | 0 | 8 | 6 | 28 | -6 | -52* | 19 | 8
HT1080NT lethal | 8% | 1% | 3% | -1% | -12% | 2% | 1% | -3%[9.24 µM]
MCF10A rereplic | · | 1% | -1% | · | 29% | -5% | -5% | 6%
GLP1R cytotox | 5% | 188%[activator] | 9% | -13% | 2% | 1% | 0% | 0%
KB-V1 cytotox | 10% | 0% | · | -46% | 13µM* | -4% | 2% | 8%
SW480 rereplic | · | 5% | -11% | · | 0% | -5% | -6% | 1%
KB-3-1 tox | 0% | 1% | · | 21µM* | -1% | 12% | -1% | 9%
D3 ag | 10 | 0 | 6 | -5 | -23 | -3 | -5 | 3
HT1080 IDH1KD tx | 12% | 1% | 10% | -4% | -2% | 2% | -3% | -2%

33	CCOc1ccccc1N(CC(=O)Nc1ccccc1)S(=O)(=O)c1ccccc1
34	O=C1CSC(c2ccccc2)N1Nc1nc(N2CCOCC2)nc(N2CCOCC2)n1 (stereo not drawn)
35	CC1(OC(=O)C2CCCC2)C(=O)C=C2C=C(c3ccsc3)N(CCc3ccccn3)C=C2C1=O (stereo not drawn)
36	FC(F)Oc1ccc(NC(=S)NCc2ccccc2)cc1
37	CCCC(=O)Nc1ccc2c(c1)nc1n2CCSC1
38	CCC(C(=O)N1CCC(N2CCCCC2)CC1)n1nc(C)c2sc3ccccc3c2c1=O (stereo not drawn)
39	CCOc1ccc(Br)cc1S(=O)(=O)Nc1cccc(S(=O)(=O)N(CC)CC)c1
40	O=C(NC1CCCC1)C(c1ccsc1)N(CCc1ccccc1)C(=O)Cc1cccs1 (stereo not drawn)
screen / no. | 33 | 34 | 35 | 36 | 37 | 38 | 39 | 40
IL1B secr inh | -1 | -5 | 5 | -4 | 0 | 2 | -3 | 0
HT1080NT lethal | -10% | -2% | 14% | -9% | ? | 0% | -4% | 12%
MCF10A rereplic | 6% | · | -2% | -3% | 0% | 15% | 16% | 6%
GLP1R cytotox | 0% | -7% | -21% | 8% | -9% | -1% | 2% | 6%
KB-V1 cytotox | -2% | 3% | 0% | ? | 0% | -7% | -6% | -1%
SW480 rereplic | -35% | · | -2% | 3% | -6% | -41% | 1% | -13%
KB-3-1 tox | 7% | 15% | 9% | ? | 22% | 1% | 17% | 0%
D3 ag | -2 | 9 | 13 | -9 | 19 | -7 | 9 | -3
HT1080 IDH1KD tx | -4% | -2% | -1% | -13% | 25% | 0% | -12% | 1%

Exported with two lines to a compound: entries from further up.
Order of values: IL1B secr inh, HT1080NT lethal, MCF10A rereplic, GLP1R cytotox, KB-V1 cytotox, SW480 rereplic, KB-3-1 tox, D3 ag, HT1080 IDH1KD tx
34. O=C1CSC(c2ccccc2)N1Nc1nc(N2CCOCC2)nc(N2CCOCC2)n1 (stereo not drawn)
→ -5, -2%, ·, -7%, 3%, ·, 15%, 9, -2%
35. CC1(OC(=O)C2CCCC2)C(=O)C=C2C=C(c3ccsc3)N(CCc3ccccn3)C=C2C1=O (stereo not drawn)
→ 5, 14%, -2%, -21%, 0%, -2%, 9%, 13, -1%
36. FC(F)Oc1ccc(NC(=S)NCc2ccccc2)cc1
→ -4, -9%, -3%, 8%, ?, 3%, ?, -9, -13%
37. CCCC(=O)Nc1ccc2c(c1)nc1n2CCSC1
→ 0, ?, 0%, -9%, 0%, -6%, 22%, 19, 25%

(more compounds)
41	Cc1ccc2cccc(Oc3nnnn3-c3ccccc3)c2n1
42	CCOC(=O)C1CN(S(=O)(=O)c2ccccc2)C1
43	O=C(NCC1COc2ccccc2O1)c1cccc(S(=O)(=O)N2CCOCC2)c1 (stereo not drawn)
44	CCc1nnc(NS(=O)(=O)c2ccc(N/C=C\C(=O)c3cccc4ccccc34)cc2)s1
45	Cc1cc(C(F)(F)F)nn2cnnc12
screen / no. | 41 | 42 | 43 | 44 | 45
IL1B secr inh | 2 | -5 | -5 | -3 | -1
HT1080NT lethal | -7% | 10% | 6% | -23% | 2%
MCF10A rereplic | 1% | -1% | 2% | ? | 9%
GLP1R cytotox | -7% | -3% | 19% | 1% | 6%
KB-V1 cytotox | 0% | 4% | 3% | -11% | -5%
SW480 rereplic | -11% | -2% | -1% | 2% | -5%
KB-3-1 tox | 0% | -12% | 0% | -5% | 0%
D3 ag | -6 | -1 | 1 | -2 | 23
HT1080 IDH1KD tx | -8% | 11% | 2% | -9% | -21%

Compound activity as filed in PubChem BioAssay.
